# hgDAF12 agonist – activates the H. glycines DAF-12 receptor ligand-binding domain; HEK293 GAL4-hgDAF12 UAS-luciferase reporter, agonist luminescence; normalized to butyrate control; hit rate 1.8% among 370,000; activation, % at 6.8 µM;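 active = activation above a cutoff set at the mean of all screened compounds plus 3 SD, cut at about 10% in these data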;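 also: 0% = DMSO wells and 100% = sodium butyrate wells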
# ADAM17 inh – ADAM17 inhibition, QFRET primary screen; recombinant ADAM17, EDANS/DABCYL FRET peptide cleavage; P78536; hit rate 0.83% among 370,000; inhibition, % at 6.95 µM;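 active = inhibition above the mean of compounds lying between control limits plus 3 SD, set per campaign, cut at about 8.5% in these data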;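 also: 0% = DMSO-only wells as the low control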
# HGIII-sPLA2 inh – Blocks human group III sPLA2 activity. Q9NZ20. QFRET BODIPY PC-A2 liposome hydrolysis, fluorescence. inhibition, % at 12.2 µM. hit rate 0.56% among 370,000;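 active = inhibition above mean plus 3 SD of compounds lying within the high and low control bounds, cut at about 19% in these data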;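 also: 0% = median of test compound wells and 100% = no enzyme DMSO wells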
# ssDAF-12 act – S. stercoralis DAF-12 activation, primary screen. HEK293 ssDAF-12/GRIP1 lit1-tk-luc reporter, luminescence; % of 3 µM dafachronic acid response. hit rate 1% among 370,000. activation, % at 6.8 µM;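 active = activation above the mean over all tested compounds plus 3 SD, cut at about 0.9% in these data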;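 also: 0% = DMSO-only wells and 100% = 3 µM delta7-dafachronic acid wells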
# PLC-gamma1 inh – PLC-gamma1 (human) inhibition, primary screen | P19174 | purified PLC-gamma1, fluorogenic substrate, fluorescence | inhibition, % at 12.2 µM | hit rate 0.84% among 370,000 | AID 720700; in the data active = inhibition above about 9.5%
# Target sequence (P19174 whole entry, looked up): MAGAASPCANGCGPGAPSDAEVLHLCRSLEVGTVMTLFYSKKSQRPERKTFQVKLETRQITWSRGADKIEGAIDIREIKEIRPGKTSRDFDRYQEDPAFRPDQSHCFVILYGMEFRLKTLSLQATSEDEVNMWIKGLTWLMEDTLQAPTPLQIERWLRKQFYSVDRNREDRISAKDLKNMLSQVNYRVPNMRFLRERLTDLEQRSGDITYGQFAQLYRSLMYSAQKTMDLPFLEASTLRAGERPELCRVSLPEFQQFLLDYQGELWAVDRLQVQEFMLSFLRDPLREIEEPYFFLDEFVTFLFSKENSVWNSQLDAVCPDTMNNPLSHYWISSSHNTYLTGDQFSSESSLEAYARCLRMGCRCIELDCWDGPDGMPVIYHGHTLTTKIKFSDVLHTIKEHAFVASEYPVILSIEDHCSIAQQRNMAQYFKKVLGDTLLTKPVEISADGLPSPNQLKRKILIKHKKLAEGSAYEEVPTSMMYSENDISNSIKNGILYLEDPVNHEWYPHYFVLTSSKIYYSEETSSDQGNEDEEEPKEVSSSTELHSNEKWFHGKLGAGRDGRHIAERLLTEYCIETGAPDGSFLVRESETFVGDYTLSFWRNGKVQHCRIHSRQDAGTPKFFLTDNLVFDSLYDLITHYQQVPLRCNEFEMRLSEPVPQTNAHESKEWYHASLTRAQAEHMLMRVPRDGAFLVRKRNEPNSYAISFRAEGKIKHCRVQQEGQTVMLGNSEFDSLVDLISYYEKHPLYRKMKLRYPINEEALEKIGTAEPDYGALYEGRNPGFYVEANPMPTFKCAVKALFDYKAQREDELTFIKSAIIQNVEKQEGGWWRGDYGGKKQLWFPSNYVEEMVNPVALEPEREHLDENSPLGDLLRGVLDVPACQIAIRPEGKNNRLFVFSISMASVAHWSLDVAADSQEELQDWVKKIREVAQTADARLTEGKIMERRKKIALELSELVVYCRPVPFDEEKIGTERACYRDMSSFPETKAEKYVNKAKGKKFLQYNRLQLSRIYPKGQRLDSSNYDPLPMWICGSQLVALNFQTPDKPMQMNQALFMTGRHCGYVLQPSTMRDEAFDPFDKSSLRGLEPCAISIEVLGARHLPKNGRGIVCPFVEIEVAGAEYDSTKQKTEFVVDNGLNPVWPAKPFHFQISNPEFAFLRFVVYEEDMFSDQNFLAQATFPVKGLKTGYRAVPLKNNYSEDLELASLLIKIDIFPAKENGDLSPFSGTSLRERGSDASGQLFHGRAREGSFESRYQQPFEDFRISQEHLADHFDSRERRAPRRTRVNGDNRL
# ADAM10 inh – inhibits human ADAM10 | recombinant ADAM10, EDANS/DABCYL FRET peptide cleavage, 3 h | inhibition, % at 7 µM | hit rate 0.62% among 370,000;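 active = inhibition above a per-campaign cutoff equal to the mean of compounds falling between control-based bounds plus 3 SD, cut at about 20% in these data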;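 also: 0% = DMSO wells while the 100% control is not disclosed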
# DAX1 inh-1 – DAX1 (NR0B1) inhibition, primary screen; HEK293T StAR-luciferase reporter, SF-1/DAX-1 repression relief; hit rate 1.1% among 370,000; AID 652010; inhibition, % at 6.8 µM;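 active = inhibition above the mean over all tested compounds plus 3 SD, cut at about 3.6% in these data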;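 also: 0% = DAX-1 cells with DMSO and 100% = cells lacking DAX-1 with DMSO; higher inhibition means more luminescence from relief of DAX-1 repression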
# DAX1 inh-2 – NR0B1 (DAX1) inhibition. P51843. HEK293 Gal4-DAX1 luciferase reporter, luminescence. inhibition, % at 6.75 µM. hit rate 0.99% among 340,000. AID 504766;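 active = inhibition above the mean over all tested compounds plus 3 SD, cut at about 4.2% in these data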;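 also: 0% = DAX1-transfected cells with DMSO and 100% = empty-vector control cells with DMSO; inhibition shows as a rise in luminescence from relieved DAX1 repression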
# FXN GAA850 act – frataxin GAA850 promoter activation; HEK293 lucGAA850 FXN promoter luciferase reporter, 24 h; percent of 10 µM SAHA response; activation, % at 6 µM; hit rate 0.56% among 360,000; AID 540364;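 active = activation above the average of all compounds screened plus 3 SD, cutoff fixed separately per campaign, cut at about 7.5% in these data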;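 also: 0% = DMSO wells and 100% = 10 µM SAHA wells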
# PLCb3 inh – inhibitors of human phospholipase C beta3. Q01970. Purified PLC-beta3, fluorogenic substrate, fluorescence. inhibition, % at 12.2 µM. hit rate 0.18% among 370,000. AID 720704; in the data active = inhibition above about 11%;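 also: 0% = median of compound wells on plate and 100% = full blocker control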
# hcDAF-12 act – H. contortus DAF-12 activation, primary screen; activation, % at 6.8 µM; AID 652067; hit rate 1.4% among 370,000; HEK293 hcDAF-12 lit1-tk-luc reporter, luminescence; 0% DMSO, 100% Δ7-dafachronic acid;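 active = activation above the mean of all tested compounds plus 3 SD, cut at about 5.5% in these data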;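 also: 100% = response to 3 µM Δ7-dafachronic acid high control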
# An asterisk follows results filed as active; nt = not tested or not shown.
# Values in the order – DAX1 inh-1, DAX1 inh-2, PLC-gamma1 inh, hcDAF-12 act, ssDAF-12 act, FXN GAA850 act, ADAM17 inh, HGIII-sPLA2 inh, ADAM10 inh, hgDAF12 agonist, PLCb3 inh
Cc1cc(C(=O)O/N=C(\N)c2ccc(C(C)(C)C)cc2)no1
 : 0.8, nt, 2, 0.6, -0.5, 1.5, 2, 1, -2, 6.0, -3
CC(=O)Nc1ccc(OCCCNC(=O)c2c(-c3ccccc3)noc2C)cc1
 : -1.2, -1.6, 2, -2.4, -1.3, -0.6, -1, -6, 5, -2.1, -3
COc1ccc(CN2CCNC(=O)C2CC(=O)N(C)Cc2ccon2)c(OC)c1 (stereo not given)
 : -0.8, 1.5, -1, -0.5, -0.9, 2.8, -3, -3, -3, 0.2, 0
COc1ccc(S(=O)(=O)NC2CCCCC2)cc1-n1cnnn1
 : -0.1, 0.0, 1, -0.7, -0.9, 2.5, 2, -1, 4, -1.8, 1
O=C(CSc1nnc(-c2ccncc2)n1-c1ccc(Cl)cc1)NCc1cccs1
 : -0.3, -0.9, -1, -1.9, -0.9, 1.0, -4, 4, 2, -0.9, -3
COc1cc2ccccc2cc1C(=O)Nc1ccc(Cc2ccncc2)cc1
 : -2.5, -1.5, -7, -0.2, -1.8, -1.6, 3, -20, 11, 0.8, -15
Cc1ccc(O)c(NC(=S)NC(=O)c2ccccc2Cl)c1
 : 0.0, 1.1, 1, 3.0, -0.2, -0.8, 3, 3, 2, 5.6, 3
COc1ccccc1OC(=O)c1cc(Cl)nc2ccccc12
 : 0.4, -0.1, 1, 2.8, 0.8, 0.0, -2, -1, -1, -1.3, 4
Cc1cc(OC(=O)c2ccc(S(=O)(=O)N3CCOCC3)cc2)c([N+](=O)[O-])c(=O)[nH]1
 : 0.1, 0.4, -1, 0.6, -1.6, 1.7, 1, 1, 6, -0.2, 4
O=C(CSc1n[nH]c(-c2ccncc2)n1)NC1CCS(=O)(=O)C1 (stereo not given)
 : -0.4, 0.6, -60, -1.2, -0.7, -0.4, -37, 3, -83, -1.0, -76
COc1ccc(-c2cc(C(F)(F)F)nc(N3CCCCC3)n2)cc1OC
 : 0.0, 0.2, -3, -2.3, -0.4, 4.5, -5, 4, 3, 0.8, -8
CCOC(=O)CSc1nnc(-c2ccc(NS(=O)(=O)c3ccc(C)cc3)cc2)o1
 : 0.8, 0.1, 2, -2.1, -1.2, -0.3, 1, -40, -1, -0.2, -5
COc1cccc(CN2CCN(S(=O)(=O)c3ccc(Br)cc3)CC2)c1
 : -0.4, 1.9, 4, -2.3, -2.3, -1.6, -1, 5, 0, -0.3, -1
COc1ccc(/C=N/Nc2cc(C)nc(N)n2)cc1
 : 0.0, -0.1, 0, 0.8, -1.5, -0.7, -3, 7, -9, 0.0, -3
CCOC(=O)C1CCN(C(=O)COC(=O)/C=C/c2cccc(OC)c2OC)CC1
 : -0.8, -0.1, -25, -0.2, -1.5, 1.1, 0, 7, -14, 4.1, -36
CSc1ncccc1C(=O)N(C)CC(=O)Nc1ccc(Cl)cc1
 : -0.2, 0.1, 1, 0.7, -1.4, -1.8, 1, -1, -5, -0.7, -7
CCN(CC(=O)Nc1ccc(NC(C)=O)cc1)C(=O)CN1C(=O)NC2(CCCC2)C1=O
 : 1.0, 0.6, 1, 1.0, -1.0, 1.3, -2, -2, -3, 0.5, -2
CC(OC(=O)c1cc2ccccc2cc1O)C(=O)Nc1ccc(S(N)(=O)=O)cc1 (stereo not given)
 : 0.3, -1.3, -105, 0.7, -0.7, 3.0, -5, -31, -2, 4.0, -158
CC1CN(C(=O)C2CCCCC2)C(C)CN1C(=O)C1CCCCC1 (stereo not given)
 : 0.0, 0.0, 1, -1.3, -1.3, -2.6, -1, 3, -10, 0.6, 3
N=C1CCCC1C(=S)SCCC(N)=O (stereo not given)
 : -0.4, 0.4, 4, -0.7, -0.8, -1.0, -1, 6, -7, 0.8, 2
O=C(NCCc1ccco1)C(=O)NCC1CCCN1S(=O)(=O)c1ccccc1 (stereo not given)
 : -1.8, 0.7, 1, -2.2, -1.5, -3.0, -5, 1, -9, -1.2, -6
CC(C)[C@H](NC(=O)N1CCn2c1nc1ccccc12)C(=O)NCc1ccco1
 : -0.5, 0.6, -1, -2.4, -1.3, -0.5, -1, -4, -5, -1.9, 3
Cc1ccc(/C=C2\SC(=S)N(CCC(=O)Nc3ccc(O)cc3)C2=O)cc1
 : -0.3, 0.3, 2, -0.7, -1.1, -0.1, 0, -5, 1, -1.8, 0
COc1ccc(N2C(=O)CSC2c2ccncc2)cc1 (stereo not given)
 : 0.2, 0.3, -3, -0.9, -0.5, 1.8, -6, 0, -16, -1.6, 1
O=C(Nc1ccccc1[N+](=O)[O-])NC1CCCCN(Cc2ccc(Cl)cc2)C1=O (stereo not given)
 : 0.4, nt, 1, -2.4, -1.4, nt, -2, 14, -2, -2.6, -4
C[C@H]1CN([C@@H](C)CO)C(=O)CCCn2nncc2CO[C@@H]1CN(C)Cc1ccc(-c2ccccc2)cc1
 : -4.5, -2.2, -2, -3.4, -1.5, -4.9, -2, -13, -6, -4.7, 2
CCOC(=O)C1C(C(=O)NN)C1C(=O)Nc1ccccc1 (stereo not given)
 : 0.3, -0.5, 1, -0.8, -2.0, -0.1, 2, -5, -2, -0.8, 0
Cc1ccc(Nc2nc(-c3ccc(S(=O)(=O)N4CCOCC4)cc3)cs2)cc1
 : -0.9, -2.1, -119, -0.9, -1.3, 1.7, -8, 2, -26, -1.4, -180
COc1ccc(CCNC(=O)c2ccc3c(c2)SC2=NS(=O)(=O)CCN23)cc1
 : -0.2, -0.1, -1, -0.8, -1.3, 1.9, -4, 5, -1, -1.8, -4
CC(=O)Nc1ccc(NC(=O)C2CCCN(c3nnc(-n4cccc4)s3)C2)cc1 (stereo not given)
 : 0.1, -0.9, 9, -2.4, -1.1, -1.2, 7, 5, 6, 0.0, 4
CC1(C)CC2CC(C)(CN2S(=O)(=O)c2ccc(C(=O)Nc3ccc(Cl)c(S(=O)(=O)N4CCOCC4)c3)cc2)C1 (stereo not given)
 : -0.1, -0.5, 5, -2.6, -1.8, -0.7, 2, -2, 1, -1.9, 5
Cc1nn(-c2ccccc2)c(C)c1C(=O)N1CCN(S(=O)(=O)c2ccccc2)CC1
 : -0.9, 0.0, 8, -1.0, -0.7, 0.9, -11, 11, -9, -2.6, -3
CN(C(=O)c1ccc(NC(=O)Cc2ccc(NC(=O)C3CCN(C(=O)C4CCCCC4)CC3)cc2)cc1)C1CCCC1
 : 0.2, -0.2, -1, -0.3, -1.0, 0.8, -3, -21, -4, 3.1, 0
OC(CN1CCC(Cc2ccccc2)CC1)C(F)(F)F (stereo not given)
 : 0.1, -0.2, 0, -1.2, -1.0, 0.8, -3, 3, -2, -1.1, 2
Cc1ccc(N2C(=O)C3C4C=CC(CC4)C3C2=O)cc1Cl (stereo not given)
 : -0.3, 3.0, 1, -1.6, -1.2, 2.0, -2, -3, -2, 3.0, -28
CC1(C)CC(NC(=O)Cc2ccccc2)CC(C)(C)N1
 : 0.1, 3.5, 6, 0.5, -0.8, 1.1, 0, 4, 6, -3.5, -2
CCOC(=O)C1=CCN(S(=O)(=O)c2ccccc2Br)C1c1ccc(Br)cc1 (stereo not given)
 : -1.4, nt, 0, -2.0, -1.6, nt, 1, -3, -4, -1.3, 2
CCCCCC(=O)N1CC2(C)CN(C(=O)CCCCC)CC(C)(C1)C2=O
 : 0.3, 1.5, 2, -1.4, -1.1, 1.0, -8, 4, -10, -0.5, 0
CN(c1ccccc1)S(=O)(=O)c1ccc(NC(=O)c2ccccc2)cc1
 : -0.7, -1.4, 2, -2.3, -1.5, 4.3, 3, 0, 4, -4.5, -3
C[C@@H]1CN([C@@H](C)CO)C(=O)c2cc(NC(=O)c3ccncc3)ccc2O[C@@H](C)CCCCO[C@@H]1CN(C)C(=O)Cc1ccccc1
 : 0.0, 0.4, -2, 0.7, 0.2, 1.0, -3, -6, -5, 1.4, -1
COc1ccc(CCNC(=O)c2nc3ncccn3n2)cc1OC
 : -0.1, -0.6, 4, 0.4, -1.1, -0.9, -1, 9, -6, -1.7, 0
S=C(NCCc1ccccc1)N1CCN(C(=S)NCCc2ccccc2)CC1
 : 0.6, -0.9, 1, -1.2, -0.9, -0.7, 0, 0, -9, -0.3, -3
O=c1cc(O)c2ccccc2n1Cc1ccccc1Cl
 : -1.0, -0.8, -3, -0.9, -1.2, -0.1, -6, -1, -3, 0.6, -10
CCCn1c(N)c(Sc2ccccc2)c(=O)n(CCC)c1=O
 : -0.1, -0.4, 0, -1.1, -0.1, -1.4, -2, 0, -1, -0.7, 2
O=C(Cn1cc(C(=O)C(=O)N2CCOCC2)c2ccccc21)Nc1cccc(C(F)(F)F)c1
 : 0.2, 0.2, 6, -0.2, -0.5, 1.6, 7, -22, 2, -0.5, 5
O=C(CC(=O)N/N=C/c1ccc(O)cc1)N/N=C/c1ccc(O)cc1
 : -0.1, -1.5, 12*, -1.3, -1.4, 0.9, 0, -6, -2, 0.0, -1
CN(C)C(/C=C/Nc1ccc(F)cc1)=C(C#N)C#N
 : 1.7, -0.3, 3, -0.6, -1.1, 3.2, -1, -2, 5, 0.4, 1
Cc1ccc(C(=O)Nc2nc(=O)n(C(=O)CC(C)C)s2)cc1
 : 0.5, 1.1, 3, -0.3, -0.8, -0.4, -2, -9, 14, -0.4, 0
Clc1ccc(SCc2csc(N3CCOCC3)n2)cc1
 : -0.2, 0.5, -2, -0.4, -0.1, 1.2, 2, -3, 2, 1.4, -4
COCCCNC(=O)Cn1c(=O)n(CCCCCC(=O)NCc2ccc3c(c2)OCO3)c(=O)c2sccc21
 : 0.3, 0.6, 4, -0.9, -1.5, 1.6, 0, 3, 10, -0.1, 6
COc1ccc(S(=O)(=O)N/N=C(/C)c2ccncc2)c(OC)c1
 : -0.9, 0.9, -3, -0.1, -0.8, 1.4, -3, 7, -4, 1.5, -9
O=C(NCc1ccccc1CN1CCCC1)c1cccc(N2CCCC2=O)c1
 : -0.6, 0.4, 0, 0.3, -1.2, 0.6, -4, 1, -10, 0.9, -8
CN(CC(=O)O)c1ccc(S(=O)(=O)N2CCOCC2)cc1[N+](=O)[O-]
 : -0.2, -0.8, 2, 0.2, -0.4, 1.5, -2, 3, -3, -3.0, 0
FC(F)(F)c1nc2ccccc2nc1N/N=C/c1c(Cl)cccc1Cl
 : 0.0, 0.8, -1, -0.6, -0.7, 1.2, -2, 3, -6, -0.9, -2
O=c1cc(N2CCN(Cc3ccccc3)CC2)[nH]c(=O)n1Cc1ccc(F)cc1
 : 1.3, -0.2, 1, -1.8, -1.2, 1.6, 0, 12, -14, -1.1, -2
CCOc1ccc(N(CC(=O)N2CCN(c3ccccc3OC)CC2)S(=O)(=O)c2ccc(F)cc2)cc1
 : -1.0, 0.0, 7, 0.0, -1.5, -1.6, 5, -11, -4, -1.3, -9

# Entries listed so far that bear a hit mark in PLC-gamma1 inh:
canonical_smiles	DAX1 inh-1	DAX1 inh-2	PLC-gamma1 inh	hcDAF-12 act	ssDAF-12 act	ADAM17 inh	HGIII-sPLA2 inh	ADAM10 inh	PLCb3 inh
O=C(CC(=O)N/N=C/c1ccc(O)cc1)N/N=C/c1ccc(O)cc1	-0.1	-1.5	12*	-1.3	-1.4	0	-6	-2	-1

# Screens (PubChem BioAssay)
